p47phox inh: p47phox (human) inhibition | P14598 | p47phox/p22phox peptide binding, fluorescence polarization, 2 h | inhibition, % at 24.7 µM | 220,000 tested, 0.53% active | AID 1274;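 note: 0% = p47phox with labelled peptide and 100% = labelled peptide alone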
14-3-3 Bad inh: disrupts binding of bovine 14-3-3 zeta to phospho-Bad peptide. P63103. inhibition, % at 21.7 µM. 220,000 tested, 0.71% active. AID 781. TR-FRET 14-3-3zeta/Dy647-pBad peptide displacement, 1 h;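 active = inhibition above about 70%, limit read from the data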;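 note: 0% = full 14-3-3 plus peptide FRET controls and 100% = background without 14-3-3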
Target sequence (P63103 whole entry, looked up): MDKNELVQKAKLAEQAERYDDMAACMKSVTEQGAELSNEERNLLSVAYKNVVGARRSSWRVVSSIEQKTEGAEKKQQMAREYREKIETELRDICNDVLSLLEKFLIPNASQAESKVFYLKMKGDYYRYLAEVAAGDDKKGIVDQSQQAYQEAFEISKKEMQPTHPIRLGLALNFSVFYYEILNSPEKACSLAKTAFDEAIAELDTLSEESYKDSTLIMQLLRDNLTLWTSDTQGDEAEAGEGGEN
Rad51 HR inh: blocks human Rad51 in homologous recombination | hRad51 DNA strand exchange, fluorescence dequenching | inhibition, % at 10 µM | Q06609 | 200,000 tested, 0.085% active;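 active = inhibition above 40% at the single screening dose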;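 note: 0% = DMSO control wells and 100% = blanks with heterologous ssDNA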
Target sequence (Q06609 whole entry, looked up): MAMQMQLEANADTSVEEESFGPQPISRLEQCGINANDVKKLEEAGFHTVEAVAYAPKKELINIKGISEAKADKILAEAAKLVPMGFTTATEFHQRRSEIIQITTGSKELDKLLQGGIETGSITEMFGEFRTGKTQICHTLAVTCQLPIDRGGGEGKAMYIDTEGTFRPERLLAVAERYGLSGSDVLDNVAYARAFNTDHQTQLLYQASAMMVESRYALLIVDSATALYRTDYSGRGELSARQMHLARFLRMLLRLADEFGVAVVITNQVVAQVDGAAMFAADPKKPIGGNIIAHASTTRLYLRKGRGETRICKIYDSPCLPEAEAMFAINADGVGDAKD
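Read-out basis: percent inhibition relative to plate controls and blanks / Assay system: human Rad51 nucleoprotein filaments preassembled on unlabelled ssDNA / Timing: filaments 15 min 37 °C, then compound 30 min / Control set: per-plate controls and blanks / Technique: fluorescence dequenching at 485/520 nm / Compound: 10 µM final, single point / Also added: Fluorescein- and BHQ1-tagged 47-mer duplex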
eIF4E 4G PPI: inhibitors of eIF4E and eIF4G interaction in translation initiation; inhibition, % at 21.7 µM; AID 782; P63073+Q04637; 220,000 tested, 0.37% active; TR-FRET eIF4E-eIF4GI(517-606) binding, 2 h;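 note: 0% = full FRET control wells and 100% = background wells lacking eIF4GI fragment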
EBV gp42 inh: EBV gp42 inhibition; AID 1085; inhibition, % (tested at 21.74 µM); Q1HVG2; Fluorescence polarization binding assay, mP read-out; 220,000 tested, 0.42% active; in the data active = inhibition above about 50%
KLK5 inh: blocks human kallikrein 5 protease activity; inhibition, % at 5 µM; recombinant hK5, fluorogenic AMC substrate cleavage; 210,000 tested, 0.59% active; AID 873; Q9Y337;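 active = inhibition of 40% or more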;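 note: 0% = enzyme controls without compound and 100% = no-enzyme blanks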
Target sequence (Q9Y337 67-293 limits assumed): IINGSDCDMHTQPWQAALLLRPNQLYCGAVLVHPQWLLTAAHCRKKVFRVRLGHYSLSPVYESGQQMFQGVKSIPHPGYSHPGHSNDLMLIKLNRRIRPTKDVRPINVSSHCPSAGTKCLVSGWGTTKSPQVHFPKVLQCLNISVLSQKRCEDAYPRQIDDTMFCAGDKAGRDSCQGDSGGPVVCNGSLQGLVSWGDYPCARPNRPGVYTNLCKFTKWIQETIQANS
Thrombin inh: blocks human thrombin protease activity. alpha-thrombin, Boc-VPR-AMC fluorogenic substrate cleavage. P00734. 220,000 tested, 0.26% active. inhibition, % at 5 µM. AID 1046;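 active = inhibition at or above 40%; inactive = inhibition below 40%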;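 note: 0% = enzyme with no compound and 100% = wells without enzyme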
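Assay system: human alpha-thrombin enzyme. Reagent: Boc-VPR-AMC substrate, 15 µM final. Compound dosing: one concentration per compound, 5 µM, with 0.2% DMSO. Incubation: room-temperature reaction. Technique: AMC fluorescence, 355/460 nm. Measure: % inhibition relative to enzyme controls and enzyme-free blanks.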
Cl transport mod: modulators of human KCC2 chloride dependent transport | Q9H2X9 | KCC2 cells, thallium flux FluoZin-2 fluorescence | B-score of Tl+ flux slope (higher = more flux/activation; lower = inhibition) at 10 µM | 190,000 tested, 2.2% active;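 active = thallium flux slope and its plate-corrected score both differing from the plate sample mean at a set confidence after two filtering rounds, in either direction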;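 note: slope of fluorescence scaled to starting intensity during 10 to 20 s after thallium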
Furin inhibitor: human furin inhibition. P09958. purified furin, fluorogenic substrate cleavage. inhibition, % at 30 µM. 220,000 tested, 0.061% active; in the data active = inhibition above about 25%; note: inactives centre near -15
Numbers without * were called inactive; . = no result given; [ ] = another dose, or the depositor's remark.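 Rule for the calls, unless noted: active = inhibition above about 30% (limit read from the data); inactive = the rest.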

SMILES	p47phox inh	14-3-3 Bad inh	Rad51 HR inh	eIF4E 4G PPI	EBV gp42 inh	KLK5 inh	Thrombin inh	Cl transport mod	Furin inhibitor
O=C(NCCNS(=O)(=O)c1ccc(C(F)(F)F)cc1)N1CCOCC1	2	6	-4	2	-5	-3	-4	-0.71	-12
CC(=O)Nc1ccc(N(C(=O)c2ccco2)C(C(=O)NC2CCCC2)c2ccc(N3CCOCC3)cc2)cc1 (stereo unspecified)	.	1	.	0	-8	-6	-7	-0.33	-20
COc1ccc(-c2ccc(C#N)c(SCC(=O)Nc3sc4c(c3C#N)CCC4)n2)cc1	-46	-3	-9	-20	-30	5	4	-0.11	-6[20 µM]
CC(C)(C)NC(NC(=O)Cc1ccccc1)C(Cl)(Cl)Cl (stereo unspecified)	-10	12	-5	-5	-1	-10	-7	.	-16
CCNc1ccc(N=Nc2c(C)n(C)n(-c3ccccc3)c2=O)cc1	-4	-10	15	-2	-33	14	2	-0.0015	-11
COC(=O)/C(=C(/F)SCC(C)=O)C(F)(F)F	-14	2	2	-4	-26	-14	0	.	-23[20 µM]
O=C(Nc1nc2ccccc2s1)C1CCN(S(=O)(=O)c2cc([N+](=O)[O-])ccc2Cl)CC1	-3	40	-2	13	-3	32	24	0.3	-9
CC1(C)Cc2c(sc3nc4n(c(=N)c23)CCC4)CO1	-8	6	14	-5	-25	-2	8	0.51	-21[20 µM]
CCCCCC(=O)N=Nc1c(O)[nH]c2ccc([N+](=O)[O-])cc12	-11	-10	-4	14[fluorescence artefact?]	-16	-10	-2	0.33	-12
c1ccc(COC2CCCN(Cc3nc(Cc4ccccc4)no3)C2)cc1 (stereo unspecified)	-4	0	.	1	-16	.	-1	-1.4	-17
COC(=O)c1cc(C(=O)c2cc(Br)ccc2O)coc1=N	-20	3	-8	0	-11	-18	-5	-0.83	-16
Cc1ccc(N2C(=O)C(Cl)=C(N3CCN(C)CC3)C2=O)c(C)c1	6	-1[fluorescence artefact?]	-5	4	8	0	-3	0.019	-22[20 µM]
Cc1cc(C)n(CC(O)Cn2c(C)c(C)c3ccccc32)n1 (stereo unspecified)	-4	60[fluorescence artefact?]	8	2	-9	13	-7	.	-26[20 µM]
Cc1ccc2c(C)ccc(O)c2n1	1	-6	1	4[fluorescence artefact?]	9	-33	0	0.029	-5[20 µM]
CCc1ccccc1NC(=O)/C(=C/c1ccco1)c1ccccc1	-84	.	0	.	1	1	5	-1.4	-11[20 µM]
O=C(COC(=O)c1ccncc1)NCc1ccccc1	-23	1	-6	3[fluorescence artefact?]	-13	1	-2	0.46	-28
COc1ccc(CCNC(=O)C2CC3Cn4c(nc5cc(C)c(C)cc54)C3N2C)cc1 (stereo unspecified)	-7	-1	3	2	-22	2	-3	-0.24	-28
CC1(C)CC(=O)C(C(C2=C(O)CC(C)(C)CC2=O)c2cccnc2)C(=O)C1 (stereo unspecified)	11	9	7	2[fluorescence artefact?]	-15	-21	-3	0.35	-22
CCN(CC)C(=O)CSc1nnc(-c2cc(-c3ccc(Cl)cc3)nc3ccccc23)o1	-4	1	-35	2	-7	-7	0	-0.84	-17
O=Cc1ccc(-n2cncn2)cc1	-1	-7	6	2	-10	-2	0	-0.66	-23
COc1cc(C(C[N+](=O)[O-])c2c(-c3ccccc3)cc3ccccn23)cc(OC)c1OC (stereo unspecified)	-39	-12[fluorescence artefact?]	.	-4[fluorescence artefact?]	-9	-3	5	-0.0097	-61[20 µM]
O=C(Nc1ccc2c(c1)OCCO2)c1ccc(Br)s1	-8	-6[fluorescence artefact?]	3	0[fluorescence artefact?]	16	-14	-6	-0.52	-4
CCCNC(=O)Nc1ccsc1C(=O)OC	-1	-9	9	2	-14	4	-7	-0.69	-27
OC(CNCc1ccc(F)cc1)(c1ccc(F)cc1)c1ccc(F)cc1	0	-11[fluorescence artefact?]	11	-2[fluorescence artefact?]	-13	2	4	0.51	-18[20 µM]
O=C(c1cc(-c2cccc(O)c2)on1)N1CCc2ccccc2C1	-17	5	2	-3	1	-5	1	-2.9	-18
O=C(NC1CCCc2ccccc21)c1ccccc1 (stereo unspecified)	-7	-2	.	3	5	-5	1	0.0029	-16
CCCCCC(=O)Oc1cccc(N2C(=O)C3CCCCC3C2=O)c1 (stereo unspecified)	3	6	-8	4	-10	5	-4	0.93	6
CCOP(=O)(c1ccc(N(C)C)cc1)C(O)c1cccnc1 (stereo unspecified)	-6	-2	5	-2	-6	2	-6	0.58	-16
O=C(O)CCCCCNC(=O)c1cccc(Br)c1	-6	0[fluorescence artefact?]	5	4	-1	-9	-3	0.88	-28
O=C1C=C(N2CCN(C(=O)c3ccccc3)CC2)C2(CCCCC2)O1	-5	29	6	7	-17	-3	1	1.8	-33

Structures above containing a nitro group on carbon:
SMILES	p47phox inh	14-3-3 Bad inh	Rad51 HR inh	eIF4E 4G PPI	EBV gp42 inh	KLK5 inh	Thrombin inh	Cl transport mod	Furin inhibitor
O=C(Nc1nc2ccccc2s1)C1CCN(S(=O)(=O)c2cc([N+](=O)[O-])ccc2Cl)CC1	-3	40	-2	13	-3	32	24	0.3	-9
CCCCCC(=O)N=Nc1c(O)[nH]c2ccc([N+](=O)[O-])cc12	-11	-10	-4	14[fluorescence artefact?]	-16	-10	-2	0.33	-12
COc1cc(C(C[N+](=O)[O-])c2c(-c3ccccc3)cc3ccccn23)cc(OC)c1OC (stereo unspecified)	-39	-12[fluorescence artefact?]	.	-4[fluorescence artefact?]	-9	-3	5	-0.0097	-61[20 µM]

Continuation.
SMILES	p47phox inh	14-3-3 Bad inh	Rad51 HR inh	eIF4E 4G PPI	EBV gp42 inh	KLK5 inh	Thrombin inh	Cl transport mod	Furin inhibitor
CC(=O)N=c1c(C#N)cc2c(=O)n3ccccc3nc2n1Cc1ccccc1	-7	-1	-5	2	4	-12	-6	0.85	-90
Cc1ccc(S(=O)(=O)N(CC(=O)NC2CCCCCC2)c2ccccc2F)cc1	2	7	1	4	-9	-13	-1	.	-18[20 µM]
Cc1c(Cl)cccc1NC(=S)Nc1ccccn1	-11	-4	12	-7	8	-32	-1	-0.082	-13
CN(C)CCN=Cc1c(O)n(Cc2ccc3c(c2)OCO3)c(=O)c2ccccc12	-6	-9	-23	-2	-24	0	16	0.21	-24
O=S(=O)(Nc1ccc(N2CCOCC2)cc1)c1ccccc1	-8	12	12	5	-18	-3	-5	.	-19[20 µM]
O=C(OCC(=O)N1c2ccccc2Sc2ccccc21)c1cccnc1	-26	-5	1	0	-7	4	0	0.18	-21
O=C(O)C1Cc2ccccc2CN1S(=O)(=O)c1ccc(Cl)cc1 (stereo unspecified)	-3	-9	12	-2	4	-1	-6	0.14	-6
COc1ccc(CNC(=O)C(c2cccs2)N(Cc2ccco2)C(=O)Cc2cccs2)cc1 (stereo unspecified)	-40	-1[fluorescence artefact?]	-7	0	-14	-5	5	-0.085	-9[20 µM]
Cc1nc(CNC(=O)c2ccccc2OC2CCN(S(C)(=O)=O)CC2)cs1	0	6	-5	-7	-2	-1	-5	1.1	-18
COc1ccc(NC2(c3ccccc3)OC(=O)c3ccccc32)cc1 (stereo unspecified)	-12	-11	16	3	-6	-3	15	-0.029	-31
COC(=O)CC1COc2ccccc2N1C(=O)c1ccc(C(C)(C)C)cc1 (stereo unspecified)	-4	1	-5	-7	-14	6	6	-1.9	-9[20 µM]
CCSc1nc2ccccc2n1C(=O)/C=C/c1ccc(OC)c(OC)c1	-10	8	-26	-2	-8	-13	-6	-0.31	-27
O=C(O)c1cc(O)c2c(c1)C(=O)c1cccc(O)c1C2=O	-2	74*	3	9	46	-7	.	.	-6
CCOC(=O)N1CCC(NC(=O)CS(=O)(=O)Cc2nc(-c3ccc(C)cc3)oc2C)CC1	-3	0	0	-2	4	-11	3	0.44	-26
COc1cccc(C2/C(=C(\O)c3ccc(OC)c(OC)c3)C(=O)C(=O)N2c2cc(C)on2)c1 (stereo unspecified)	-21	1[fluorescence artefact?]	-5	-4[fluorescence artefact?]	-17	-14	-1	-0.83	-10
C=CCNc1nc(NCCO)nc(N2CCCC2)n1	-9	-8	-2	4	-7	-3	-13	1.1	-4[20 µM]
CSc1nsc(SCC(=O)Nc2ccc3c(c2)OCCO3)n1	3	0	0	3[fluorescence artefact?]	-8	-12	-2	-1.6	-25
Cc1ccnc2nc(C(=O)NCc3cccs3)nn12	-15	-6	0	6	-11	4	-3	0.0038	1[20 µM]
Cc1nc(C)n(CC(=O)N2CCCC(C(=O)c3ccc(C(F)(F)F)cc3)C2)n1 (stereo unspecified)	-4	-1	.	0	-9	.	-5	0.071	-20
Cc1ccc(N=CC=C2OC(C)(C)C(C)(C)O2)c(C)c1	-2	25	.	-4	4	-4	2	-0.39	-10
C/C(=N/NC(=O)CN1CCN(S(=O)(=O)c2ccc(Br)cc2)CC1)c1ccncc1	-2	-9	.	-6	-10	1	6	0.5	-2
COc1ccc(Cl)cc1N(CC(=O)NCC(C)C)S(=O)(=O)c1ccc(C)c([N+](=O)[O-])c1	-10	-11[fluorescence artefact?]	-1	1	-3	-22	-2	-0.48	-22
O=C(O)CCCN1C(=O)C2C3CC(C2C1=O)C1C(c2ccccc2)c2sc(=O)[nH]c2SC31 (stereo unspecified)	-7	5	8	2	-13	-20	3	1.4	-16
Cc1cc(C)cc(NC(=O)Cn2cc3c(n2)CCCCC3)c1	-11	2	.	4	-3	-27	-10	-0.069	6
CCC(=O)NCCN1CCN(C(=O)CC)CC1	-5	4	11	3[fluorescence artefact?]	-4	17	-7	-0.62	-13[20 µM]
C/C(=N\NC(N)=O)c1ccccc1	-6	-12	-125	-2	10	-1	-1	-0.64	-26

Among those listed so far, 4 have bromine.
SMILES	p47phox inh	14-3-3 Bad inh	Rad51 HR inh	eIF4E 4G PPI	EBV gp42 inh	KLK5 inh	Thrombin inh	Cl transport mod	Furin inhibitor
COC(=O)c1cc(C(=O)c2cc(Br)ccc2O)coc1=N	-20	3	-8	0	-11	-18	-5	-0.83	-16
O=C(Nc1ccc2c(c1)OCCO2)c1ccc(Br)s1	-8	-6[fluorescence artefact?]	3	0[fluorescence artefact?]	16	-14	-6	-0.52	-4
O=C(O)CCCCCNC(=O)c1cccc(Br)c1	-6	0[fluorescence artefact?]	5	4	-1	-9	-3	0.88	-28
C/C(=N/NC(=O)CN1CCN(S(=O)(=O)c2ccc(Br)cc2)CC1)c1ccncc1	-2	-9	.	-6	-10	1	6	0.5	-2
